CHRM5 agonist: CHRM5 agonism in calcium assay. activation, % at 3 µM. P08912. CHO-K1 hM5 cells, Fluo-8 calcium fluorescence; 0% DMSO wells, 100% maximal acetylcholine response. 0.19% of 360,000 active;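 active = activation above the run's mean over test compounds plus 3 SD, cut at about 23% in these data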;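 note: signal is peak over basal fluorescence ratio across the kinetic read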
Target sequence (P08912 whole entry, looked up): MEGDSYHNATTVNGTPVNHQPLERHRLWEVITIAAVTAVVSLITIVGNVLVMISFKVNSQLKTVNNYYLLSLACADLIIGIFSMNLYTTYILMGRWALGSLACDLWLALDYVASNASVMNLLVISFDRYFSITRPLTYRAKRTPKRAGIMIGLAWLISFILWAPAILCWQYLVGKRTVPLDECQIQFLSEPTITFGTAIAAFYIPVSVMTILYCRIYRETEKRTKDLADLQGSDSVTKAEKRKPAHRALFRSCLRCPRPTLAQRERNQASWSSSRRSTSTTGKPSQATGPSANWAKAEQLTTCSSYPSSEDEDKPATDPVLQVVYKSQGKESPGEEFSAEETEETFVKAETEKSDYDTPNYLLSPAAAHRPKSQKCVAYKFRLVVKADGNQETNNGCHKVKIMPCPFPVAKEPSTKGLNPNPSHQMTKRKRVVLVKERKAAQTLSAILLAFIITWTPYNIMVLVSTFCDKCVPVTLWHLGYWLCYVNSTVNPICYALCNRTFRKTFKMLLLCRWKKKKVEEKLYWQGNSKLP
CHRM4 agonist: agonists of human muscarinic M4 receptor (CHRM4); P08173; CHO-K1 hM4/Gqi5, Fluo-8 calcium fluorescence; vehicle 0%, full acetylcholine response 100%; activation, % at 3 µM; 0.14% of 360,000 active; AID 624127;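 active = activation above the run mean over all test wells plus 3 SD, cut at about 32% in these data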;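 note: peak over basal fluorescence ratio per well then scaled between controls; 0% = DMSO wells and 100% = acetylcholine at EC100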
CHRM1 PAM: human CHRM1 positive allosteric modulation; P11229; CHO-K1 hM1, Fluo-8 calcium fluorescence, ACh EC20; 0% = ACh EC20, 100% = maximal ACh; activation, % at 3 µM; 0.088% of 360,000 active; in the data active = activation above about 19%, passing the limit was not always enough
CHRM1 antagonist: blocks human M1 muscarinic receptor; CHO-K1 hM1, Fluo-8 calcium fluorescence, ACh EC80 antagonist; inhibition, % at 3 µM; 1.3% of 360,000 active; AID 588852;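 active = percent inhibition above its own plate's cutoff, namely the mean of that plate's compound wells plus 3 SD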;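 note: peak over basal fluorescence ratio during 140 s after agonist addition; 0% = ACh EC80 plus DMSO and 100% = DMSO alone without agonist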
M4 antag: CHRM4 antagonism in calcium assay; P08173; CHO-hM4 cells, ACh EC80, Fluo-8 calcium fluorescence; inhibition, % at 3 µM; 0.73% of 360,000 active; AID 624125;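 active = inhibition above its plate's cutoff, the mean inhibition of sample wells plus 3 SD, cut at about 27% in these data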;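 note: 0% = acetylcholine EC80 with DMSO and 100% = DMSO without agonist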
CHRM1 agonist: activates human CHRM1 receptor; P11229; CHO-K1 hM1, Fluo-8 calcium fluorescence, agonist mode; 0% DMSO, 100% acetylcholine EC100; activation, % at 3 µM; 0.33% of 360,000 active;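 active = activation above the run's mean compound activation plus 3 SD, cut at about 16% in these data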;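 note: peak over basal fluorescence ratio within a 140 s kinetic read after compound addition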
CHRM5 PAM: potentiates acetylcholine response at human M5 receptor. AID 624038. activation, % at 3 µM. 0.3% of 360,000 active. CHO-K1 hM5, Fluo-8 calcium, ACh EC20 PAM; 0% = ACh EC20, 100% = ACh EC100;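 active = activation above the run cutoff, the mean activation of all test compounds plus 3 SD, cut at about 18% in these data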
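System: CHO-K1 hM5 cells. Reagent: acetylcholine, EC20 level. Compound dosing: single dose, 3 µM nominal final test concentration. Timing: Post-acetylcholine fluorescence recording 140 s. Detection: Fluo-8 calcium fluorescence. Read-out: % activation, ACh-normalized. Benchmarks: ACh EC20 and EC100 wells. Repeats: singlicate, one well per test compound.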
TAAR1 ag: agonists of human TAAR1 | Q96RJ0 | CHO RD-HGA16 TAAR1, Fluo-8 calcium fluorescence; vehicle wells 0%, saturating PEA agonist 100% | activation, % at 3 µM | 0.99% of 360,000 active;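 active = activation above the mean activation of all test compounds in the run plus 3 SD, cut at about 38% in these data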
Target sequence (Q96RJ0 whole entry, looked up): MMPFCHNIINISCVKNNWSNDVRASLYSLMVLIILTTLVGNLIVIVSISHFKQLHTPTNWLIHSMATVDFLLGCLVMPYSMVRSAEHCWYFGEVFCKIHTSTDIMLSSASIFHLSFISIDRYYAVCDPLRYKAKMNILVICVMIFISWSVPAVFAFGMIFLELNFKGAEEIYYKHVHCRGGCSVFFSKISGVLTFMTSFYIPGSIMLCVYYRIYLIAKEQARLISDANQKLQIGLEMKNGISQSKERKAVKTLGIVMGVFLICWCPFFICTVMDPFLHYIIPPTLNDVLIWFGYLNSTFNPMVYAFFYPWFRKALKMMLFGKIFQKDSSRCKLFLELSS
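Test system: RD-HGA16 (CHO) cells co-expressing Gα16 and hTAAR1 / Benchmarks: DMSO vehicle as 0%, PEA at EC100 as 100% / Repeats: no replicates (n 1) / Measure: % activation from peak over basal fluorescence ratio, DMSO-to-PEA scaled / Timing: 17-24 h plating, Fluo-8 75 min 37 °C, 30 min RT / Technique: kinetic Fluo-8 calcium fluorescence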
M5 antag: blocks acetylcholine activation of human M5 receptor | P08912 | CHO-hM5 cells, Fluo-8 calcium fluorescence, ACh EC80 | inhibition, % at 3 µM | 0.59% of 360,000 active;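 active = inhibition above a per-plate cutoff, the mean of that plate's test compounds plus 3 SD, cut at about 27% in these data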;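 note: 0% = acetylcholine EC80 with DMSO and 100% = DMSO without agonist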
* = called active by the depositor; & = joins results of further samples. This is a subset; the hit share may differ from the screen's.

1) CN1CCN(CCC(=O)N2c3ccccc3Sc3ccc(C(F)(F)F)cc32)CC1
2) CC[n+]1c(C)sc2cc(OC)ccc21
3) O=C(CCNNC(=O)c1ccncc1)NCc1ccccc1
4) C/C=C(/C)C(=O)O[C@@H]1c2c(ccc3ccc(=O)oc23)OC(C)(C)[C@@H]1OC(=O)/C(C)=C\C
5) C=C[C@H]1CN2CC[C@H]1C[C@@H]2[C@@H](O)c1ccnc2ccc(OC)cc12
6) COc1ccccc1N1CCN(CCCNc2cc(=O)n(C)c(=O)n2C)CC1
7) O=C(CCN1CCC(c2ccccc2)C1)c1ccc2c(c1)OCCO2 (stereo not drawn)
8) CC(C(=O)O)c1ccc(C(=O)c2cccs2)cc1 (stereo not drawn)
Screen / compound no.	1	2	3	4	5	6	7	8
CHRM5 agonist	-6.0	6.4	-0.7	-4.2	-0.3&-0.3&-0.9	-1.7	-0.7	1.5
CHRM4 agonist	2.8	5.8	0.9	-1.1	0.6&1.0&0.9	1.0	1.1	-0.1
CHRM1 PAM	-24.5	11.8	0.8	2.3	0.2&-1.0&-10.9	-1.4	-11.3	-2.7
CHRM1 antagonist	41.7*	-4.4	-24.1	-12.7	-11.8&-29.4&3.4	-10.6	-8.3	-16.3
M4 antag	12.1	4.9	-11.9	-1.8	12.2&10.9&6.8	0.5	7.8	-2.2
CHRM1 agonist	-6.7	4.5	-3.6	-7.3	-5.6&-6.2&-7.8	-8.2	-6.2	-0.2
CHRM5 PAM	-19.1	1.0	-7.1	-19.0	2.9&-1.7&-2.4	-2.9	-10.1	-2.5
TAAR1 ag	3.1	13.3	16.4	0.5	5.9&5.7&6.0	0.3	82.5*	0.6
M5 antag	10.6	-0.1	0.8	21.8	-6.4&-2.0&8.7	-3.3	5.2	-1.5

Only CHRM4 agonist and CHRM5 agonist, for some of the entries so far:
no.	Molecule	CHRM4 agonist	CHRM5 agonist
7	O=C(CCN1CCC(c2ccccc2)C1)c1ccc2c(c1)OCCO2 (stereo not drawn)	1.1	-0.7
8	CC(C(=O)O)c1ccc(C(=O)c2cccs2)cc1 (stereo not drawn)	-0.1	1.5
3	O=C(CCNNC(=O)c1ccncc1)NCc1ccccc1	0.9	-0.7

Further structures.
9) CC(=O)NC(Cc1ccccc1)C(=O)O (stereo not drawn)
10) CCOc1ccccc1C(N)=O
11) COc1ccc(C(=O)NCc2ccc(OCCN(C)C)cc2)cc1OC
12) NC(=O)c1cccc(-c2cc(Nc3ccc(OC(F)(F)F)cc3)ncn2)c1
13) CCCCCCO
14) CC(COc1ccccc1)NC(C)C(O)c1ccc(O)cc1 (stereo not drawn)
15) CC(=O)c1ccc2c(c1)N(CCCN(C)C)c1ccccc1S2
16) CC[N+](C)(CC)CCOC(=O)C(O)(c1ccccc1)C1CCCCC1 (stereo not drawn)
Screen / compound no.	9	10	11	12	13	14	15	16
CHRM5 agonist	0.9	1.1	-0.3	1.3	3.4	0.9	-0.9	-1.6
CHRM4 agonist	0.1	1.1	0.5	10.0	13.6	1.3	1.9	0.2
CHRM1 PAM	4.1	1.2	-9.4	12.1	-0.3	-8.4	-25.5	-25.6
CHRM1 antagonist	-7.3	-3.3	-18.7	-5.0	7.7	-4.7	95.4*	97.6*
M4 antag	-9.2	-7.0	-3.3	0.7	-4.4	-6.2	33.6*	98.7*
CHRM1 agonist	-1.4	-1.2	-3.5	-4.3	-2.1	-4.7	-6.7	-6.9
CHRM5 PAM	4.1	2.7	-5.9	-4.1	-6.7	0.6	-18.4	-18.3
TAAR1 ag	2.1	1.9	-0.2	17.4	0.2	31.6	3.0	0.2
M5 antag	-4.5	-1.2	9.7	17.0	4.6	-6.0	69.5*	98.0*

Ordered by molecular weight (high to low): part of the list above
12) NC(=O)c1cccc(-c2cc(Nc3ccc(OC(F)(F)F)cc3)ncn2)c1
11) COc1ccc(C(=O)NCc2ccc(OCCN(C)C)cc2)cc1OC
15) CC(=O)c1ccc2c(c1)N(CCCN(C)C)c1ccccc1S2
10) CCOc1ccccc1C(N)=O
13) CCCCCCO
Screen / compound no.	12	11	15	10	13
CHRM5 agonist	1.3	-0.3	-0.9	1.1	3.4
CHRM4 agonist	10.0	0.5	1.9	1.1	13.6
CHRM1 PAM	12.1	-9.4	-25.5	1.2	-0.3
CHRM1 antagonist	-5.0	-18.7	95.4*	-3.3	7.7
M4 antag	0.7	-3.3	33.6*	-7.0	-4.4
CHRM1 agonist	-4.3	-3.5	-6.7	-1.2	-2.1
CHRM5 PAM	-4.1	-5.9	-18.4	2.7	-6.7
TAAR1 ag	17.4	-0.2	3.0	1.9	0.2
M5 antag	17.0	9.7	69.5*	-1.2	4.6

(more compounds)
17) CC(=O)OCC1=C[C@@H]2OC(=O)C3=CO[C@@H](O[C@@H]4O[C@H](CO)[C@@H](O)[C@H](O)[C@H]4O)[C@H]1[C@@H]32
18) CCCn1cnc2c1c(=O)n(CCCCC(C)=O)c(=O)n2C
19) Cc1ccc(CN2CCN(Cc3cccc4nccnc34)CC2CCO)cc1 (stereo not drawn)
20) Cc1cc(-c2ccccc2)nnc1NCCN1CCOCC1
21) C[C@]12CCC(=O)C=C1CC[C@@H]1[C@@H]2CC[C@@]2(C)[C@H]1CC[C@]2(O)C(=O)CO
22) O=C(NCCc1c[nH]c2ccccc12)c1cccnc1
23) C=CC1=C(C(=O)O)N2C(=O)[C@@H](NC(=O)/C(=N\O)c3csc(N)n3)[C@H]2SC1 (stereo in doubt)
24) Cc1cc(Nc2cc(N3CCN(C)CC3)nc(Sc3ccc(NC(=O)C4CC4)cc3)n2)n[nH]1
Screen / compound no.	17	18	19	20	21	22	23	24
CHRM5 agonist	1.3	-2.5	-7.4	1.7	1.0	1.5	0.3	-5.0
CHRM4 agonist	0.0	-0.1	0.5	2.8	0.8	2.1	2.0	-0.4
CHRM1 PAM	3.0	-0.4	10.0	2.3	7.6	3.2	0.8	5.3
CHRM1 antagonist	-0.5	4.7	-21.0	-21.4	-32.1	-22.2	-24.5	-2.8
M4 antag	-8.9	0.3	-6.1	7.0	-2.9	-5.2	-1.4	4.4
CHRM1 agonist	-2.7	-2.2	-7.9	-4.7	-4.0	-2.5	-1.9	-9.6
CHRM5 PAM	3.8	-3.9	4.1	-2.4	-3.6	-4.5	-1.3	-2.0
TAAR1 ag	3.5	4.2	3.7	-0.2	-0.2	1.3	-0.1	2.0
M5 antag	7.9	18.4	-1.6	3.6	2.7	4.5	0.3	10.4

25) CC1(C)OC2CC(=O)OCC23C1CC(=O)C1(C)C3CCC2(C)C(c3ccoc3)OC(=O)C3OC321 (stereo not drawn)
26) CCOc1ccc(NC(=O)Cn2cc(C(=O)c3ccco3)c3ccccc32)cc1
27) C=C[C@@H]1CN2CCC1C[C@@H]2[C@@H](O)c1ccnc2ccc(OC)cc12 (stereo partly drawn)
28) CCCNC(C)C(=O)Nc1c(C)csc1C(=O)OC (stereo not drawn)
29) COc1ccc(C(=O)CC(=O)c2ccc(C(C)(C)C)cc2)cc1
30) CC(=O)c1ccc(S(=O)(=O)NC(=O)NC2CCCCC2)cc1
31) CCOc1ccc(C(=O)OCCN(CC)CC)cc1
32) CCN(CC)CCOC(=O)C1(c2ccccc2)CCCC1
Screen / compound no.	25	26	27	28	29	30	31	32
CHRM5 agonist	2.5	0.0	-0.7&-0.3	1.6	1.6	0.6	-4.9	-6.1
CHRM4 agonist	1.6	0.2	0.6&1.1	0.5	0.6	0.9	0.2	1.9
CHRM1 PAM	4.1	-7.3	2.6&2.6	4.0	5.3	-2.8	-0.8	-23.9
CHRM1 antagonist	-5.8	2.4	-37.5&-26.5	-27.2	-31.2	-15.9	4.6	99.8*
M4 antag	9.0	3.2	0.0&-1.0	-5.9	-8.3	-11.7	2.2	98.5*
CHRM1 agonist	-1.8	-1.7	-7.6&-5.7	-1.3	-1.8	-2.5	-4.9	-9.1
CHRM5 PAM	-3.5	-5.5	-4.1&-2.3	1.9	-5.7	3.9	-0.2	-16.4
TAAR1 ag	0.5	8.0	3.3&7.5	2.4	0.1	-0.1	7.9	5.2
M5 antag	1.8	0.3	3.0&1.5	-4.5	1.8	-2.6	6.5	99.3*

33) CC(=O)Nc1ccc(C(=O)O)cc1
34) CC1(C)Cc2c(sc(NC(=S)NC(=O)c3ccccc3)c2C(=O)O)CO1
35) COc1cc2c(c(OC)c1OC)-c1c(cc3c(c1OC)OCO3)[C@@H](OC(C)=O)[C@H](C)[C@H](C)C2
36) OC(C#CCN1CCCC1)(c1ccccc1)c1ccccc1
37) Cc1nc2ccccn2c(=O)c1CCN1CCC(C(=O)c2ccc(F)cc2)CC1
Screen / compound no.	33	34	35	36	37
CHRM5 agonist	0.8	2.9	-7.8	-7.4	-1.4
CHRM4 agonist	0.1	1.4	0.2	1.3	0.7
CHRM1 PAM	1.2	1.3	-15.0	-24.7	-7.2
CHRM1 antagonist	-6.3	-1.0	24.5	100.2*	-15.5
M4 antag	-10.3	2.8	7.2	98.3*	1.9
CHRM1 agonist	-0.9	-8.9	-11.3	-6.6	-7.3
CHRM5 PAM	0.1	-2.4	-8.4	-16.8	-3.6
TAAR1 ag	1.1	8.2	5.7	1.8	1.6
M5 antag	6.0	3.9	14.4	99.1*	3.6
